# Screening data deposited in PubChem BioAssay by several laboratories.
# phage Ecoli inh: E. coli growth loss with phage present; actives 0.26% (n = 360,000); growth absorbance; AID 651602; inhibition, % at 11.9 µM; in the data active = inhibition above about 11%
# DAGLB inhibitor: diacylglycerol lipase beta (human) inhibition; Q8NCG7; HEK293T DAGLB membrane lysate, EnzChek fluorogenic substrate; inhibition, % at 5.17 µM; actives 0.059% (n = 340,000); AID 504411; in the data active = inhibition above about 34%;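 also: 0% = enzyme with vehicle and 100% = wells lacking enzyme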
# Target sequence (Q8NCG7 whole entry, looked up): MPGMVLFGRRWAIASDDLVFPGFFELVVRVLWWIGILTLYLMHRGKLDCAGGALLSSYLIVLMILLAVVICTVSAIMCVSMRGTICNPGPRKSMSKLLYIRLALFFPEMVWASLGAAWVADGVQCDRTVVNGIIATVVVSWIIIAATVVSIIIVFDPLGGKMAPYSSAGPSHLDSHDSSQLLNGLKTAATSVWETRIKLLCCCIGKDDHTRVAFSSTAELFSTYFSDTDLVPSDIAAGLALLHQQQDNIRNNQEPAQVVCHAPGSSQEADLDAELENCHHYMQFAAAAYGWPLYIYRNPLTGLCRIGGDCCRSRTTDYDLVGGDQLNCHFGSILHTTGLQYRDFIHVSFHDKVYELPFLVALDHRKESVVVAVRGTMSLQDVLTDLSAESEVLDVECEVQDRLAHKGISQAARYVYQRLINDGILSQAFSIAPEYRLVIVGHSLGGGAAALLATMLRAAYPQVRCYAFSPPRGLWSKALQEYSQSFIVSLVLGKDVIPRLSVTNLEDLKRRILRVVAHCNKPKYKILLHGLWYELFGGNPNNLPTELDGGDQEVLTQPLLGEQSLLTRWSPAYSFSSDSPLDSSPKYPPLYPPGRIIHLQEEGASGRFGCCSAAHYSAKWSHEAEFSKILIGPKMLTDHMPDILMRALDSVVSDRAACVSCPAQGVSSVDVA
# PfHsp90 set2: inhibits growth of yeast expressing Plasmodium falciparum Hsp90 | AID 504621 | S. cerevisiae expressing PfHsp90, BacTiter-Glo ATP, 48 h; yeast lacking PDR1 and PDR3 efflux regulators | inhibition, % at 9.4 µM | actives 0.32% (n = 310,000);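 active = every replicate shows inhibition above about 80%, whatever the replicate mean, limit read from the data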;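 also: 0% = DMSO neutral controls and 100% = 20 µM radicicol positive controls; yeast relying on Plasmodium falciparum Hsp90 in place of its own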
# Rtt109 Vps75: blocks Candida albicans Rtt109/Vps75 acetyltransferase activity | inhibition, % at 34.9 µM | AID 540336 | actives 0.16% (n = 330,000) | Q5AAJ8 | purified Rtt109/Vps75, ThioGlo CoA-SH fluorescence, 4 h;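 active = inhibition of at least 50% in every replicate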
# E coli growth: reduces bacterial viability in AddAB counter-screen. inhibition, % at 11.9 µM. actives 0.27% (n = 330,000). E. coli V3065 growth, OD600 absorbance, 18 h;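 active = inhibition above the campaign's mean inhibition across all tested compounds plus 3 SD, cut at about 9.9% in these data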;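 also: uninfected addAB+ strain grown without phage in ampicillin broth; 0% = DMSO wells and 100% = ciprofloxacin 0.95 µg/ml wells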
# Tat transport: blocks Tat-dependent protein export in E. coli. E. coli MC4100 TorA-mCherry Tat export, fluorescence. inhibition, % at 10 µM. actives 0.036% (n = 340,000). AID 488895;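 active = mean replicate inhibition at least 50% and at least half of replicates individually reaching 50%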;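 also: exported cargo escapes ClpAP degradation while cytoplasmic cargo is degraded and loses fluorescence; 0% = median of neutral control wells and 100% = median of NaSCN control wells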
# Wnt bcat act: Wnt/beta-catenin pathway activation. Wnt/beta-catenin reporter cell assay, activator, plate reader. activation, % at 9.35 µM. actives 1.2% (n = 300,000). AID 743398; in the data active = activation above about 30%, passing the limit was not always enough;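 also: 0% = neutral control wells and 100% = positive control wells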
# AddAB inh: less growth of phage-infected E. coli with AddAB; inhibition, % at 11.9 µM; AID 435030; E. coli expressing H. pylori AddAB, absorbance growth; actives 0.29% (n = 330,000); in the data active = inhibition above about 12%;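 also: 0% = vehicle wells of infected cells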
# PvdQ inh: P. aeruginosa PvdQ acylase inhibition; purified PvdQ acylase, fluorescence plate reader; AID 488965; inhibition, % at 10 µM; actives 0.063% (n = 340,000); in the data active = inhibition above about 30%, passing the limit was not always enough;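 also: 0% = vehicle neutral wells and 100% = reference inhibitor wells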
# CAL PDZ inh: blocks peptide binding to human CAL PDZ domain | Q9HD26 | actives 0.02% (n = 330,000) | purified CAL PDZ, TMR-peptide fluorescence polarization, 1 h | AID 504414 | inhibition, % at 20 µM;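 active = highest replicate inhibition of at least 40%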;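 also: plate controls were DMSO neutral control wells for no effect and unlabeled competitor peptide control wells for full effect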
#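 Control set: unlabelled peptide and DMSO controls / Material: purified CerCALP PDZ construct / Timing: 1 h incubation at room temperature before polarization reading / Doses: 20 µM, one dose / Detection: fluorescence polarization (mP)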
# The depositor's hits bear a star; · = not tested or not shown.
SMILES	phage Ecoli inh	DAGLB inhibitor	PfHsp90 set2	Rtt109 Vps75	E coli growth	Tat transport	Wnt bcat act	AddAB inh	PvdQ inh	CAL PDZ inh
COc1ccc(/C=C/C(=O)NC(=S)NNC(=O)[C@H]2C[C@@H]2c2ccccc2)cc1OC	-2.3	10	-68	-4	-4.3	-6	-8	-0.2	-2	-1.2
Cc1c(C(=O)N(C)c2ccc(Cl)cc2)cnn1-c1ccccc1	2.2	-8	7	11	-2.3	1	10	1.9	-8	7.4
O=C(NCCCN1CCOCC1)c1cc(Cl)ccc1[N+](=O)[O-]	3.0	2	3	-3	-0.3	22	-1	2.5	-6	-3.0
COc1cc(OC)cc(C(=O)OCCNC(=O)Cn2cnc3c2c(=O)n(C)c(=O)n3C)c1	1.6	·	·	·	-0.1	·	0	2.8	·	·
CCC(CO)Nc1nc(CN2CCCCC2)nc2scc(-c3ccccc3)c12 (stereo unspecified)	0.7	2	-1	·	-3.2	-1	-1	2.7	-1	-4.1
O=C(Nc1ccccc1N1CCCC1)c1cc2ccccc2o1	1.2	-4	-48	-2	1.9	6	·	0.2	2	3.2
N#CC1=C(N)Oc2cc(N)ccc2C1c1ccccc1 (stereo unspecified)	1.8	0	-6	3	·	-1	0	·	-11	-0.7
CCN(C(=O)CN(C)Cc1c(F)cccc1Cl)c1c(N)n(Cc2ccccc2)c(=O)[nH]c1=O	3.1	0	-4	-7	0.2	-2	-1	2.5	-9	-1.3
Cc1ccc(Nc2ccc(C(F)(F)F)cc2[N+](=O)[O-])cc1	3.8	4	34	-3	-0.1	-1	0	2.6	-8	-2.8
CC(Sc1nn(-c2ccc(F)cc2)c(=S)s1)C(=O)c1c(N)n(C)c(=O)n(C)c1=O (stereo unspecified)	1.9	-9	2	-4	0.1	4	-3	-2.1	5	-2.9
COC(=O)[C@H](CCSC)NC(=O)Nc1cccc(C)c1C	-1.3	1	6	-7	1.3	-2	4	-1.0	-7	-1.9
COc1ccc(CCn2c(O)c(C=Nc3cccc(F)c3)c(=O)[nH]c2=O)cc1OC	0.8	·	·	·	-0.8	·	0	3.0	·	·
O=C(/C=C/c1ccc2c(c1)OCO2)c1ccccn1	1.1	-1	13	20	-2.1	-5	-1	-2.2	-6	0.7
CC(=O)c1c(N2CCOCC2)[nH]c(-c2ccccc2)nc1=S	2.2	3	-13	11	1.0	6	0	3.1	4	0.0
CC1CCN(C(=O)Cn2cc(C(F)(F)F)ccc2=O)c2ccccc2S1 (stereo unspecified)	2.8	1	-7	6	-1.0	-10	5	0.0	-15	0.1
Cn1cc(C(=O)N/N=C/C(Br)=C/c2ccccc2)ccc1=O	4.3	-1	24	-1	3.1	-4	9	4.4	-7	-4.0
Cc1ccc(S(=O)(=O)NCc2ccccc2)cc1C(=O)N(C)CC(=O)Nc1ccccc1Br	-0.6	0	2	5	·	-3	-3	·	-5	-1.2
CCCCOC(=O)c1ccc(NC(=O)c2ccccc2OC)cc1	4.9	-7	9	-1	-2.8	7	0	0.8	-6	-2.1
CCOC(=O)CCSc1nc(C(C)(C)C)cc(C(F)(F)F)c1C#N	3.1	-17	·	2	-0.7	1	-2	0.8	-2	-1.5
Cc1ccc(C)c(OCCC(=O)NNC(=O)c2cc(C)oc2C)c1	0.5	1	12	-1	-2.8	1	-1	-2.5	-5	-0.4
CCOc1ccc(CCNC(=O)c2nnn(CC(=O)Nc3ccc(OC)cc3)c2N)cc1OCC	-0.2	-1	-6	-4	0.9	-9	0	1.9	-8	-0.8
Cc1ccccc1OC(C)C(=O)Nc1ccc2c(c1)OCCO2 (stereo unspecified)	0.9	-7	5	2	0.8	-2	1	0.9	0	-3.1
O=C(COC(=O)c1cn(-c2ccccc2)nc1-c1ccccc1)Nc1ncc(Cl)cc1Cl	-1.0	0	-1	2	-2.3	4	0	-2.3	-12	0.1
COc1ccc(OC)c(NC(=O)Nc2cc(NC(=O)Nc3cc(OC)ccc3OC)c(C)nc2C)c1	5.0	2	-7	-2	0.3	-3	-14	-1.7	2	-1.8
CCN(CC)S(=O)(=O)c1ccc2c(c1)nc(CCC(=O)Nc1ccc3c(c1)OCO3)n2CC	2.6	2	-35	-1	0.9	5	·	2.4	-15	-1.6

# Further records.
SMILES	phage Ecoli inh	DAGLB inhibitor	PfHsp90 set2	Rtt109 Vps75	E coli growth	Tat transport	Wnt bcat act	AddAB inh	PvdQ inh	CAL PDZ inh
COc1ccc(S(=O)(=O)Nc2ccccc2C(=O)NC(C)(C)C)cc1OC	0.8	-5	-1	-3	1.6	2	·	1.7	-14	·
COc1ccccc1CNC(=O)c1cc(C)nn1-c1ccccc1	1.7	1	17	-15	0.6	0	-1	0.2	-9	-0.4
COc1ccc(N(CC(=O)Nc2ccccc2C(=O)N2CCCC2)S(C)(=O)=O)cc1	0.1	3	0	-5	0.1	0	-1	1.6	-6	-1.5
COc1cc(OC)cc(C(=O)Nc2cccc(-c3ccc(N4CCOCC4)nn3)c2)c1	1.4	3	-10	9	-1.6	-9	20	-0.1	-9	-5.1
CC(C)C(NC(=O)c1ccc(C(C)(C)C)cc1)C(=O)NCC1(N(C)C)CCCCC1 (stereo unspecified)	1.4	-3	-12	6	-1.5	5	-5	-2.5	-11	-0.5
Cc1ccc(Nc2nc(N)c(C#N)c(CC#N)c2C#N)cc1	2.7	3	1	4	0.4	-4	-4	2.2	-9	11
COc1ccc(Oc2c(C)nc(SCC(=O)c3ccc(Cl)cc3)[nH]c2=O)cc1	0.4	4	-18	16	1.5	12	4	0.5	-4	-1.3
CCc1cc2cc(C(=O)Nc3ccccc3F)sc2s1	1.6	-13	-19	-8	-1.1	-3	-1	-1.5	-8	·
CCCC(=O)Nc1ccc(C(=O)NN2C(=O)c3ccccc3C2=O)cc1	-0.7	0	-4	-9	-0.3	5	-2	2.3	-5	-1.4
O=C(NCCS(=O)(=O)N1CCN(c2ccccc2F)CC1)C1CC(=O)N(c2ccccc2)C1 (stereo unspecified)	1.3	1	-30	1	-2.9	9	-3	3.4	-4	-2.6
OCCC1CN(Cc2ccon2)CCN1Cc1ccccc1 (stereo unspecified)	3.3	0	0	-2	2.5	2	·	3.6	2	-1.4
COc1cc([C@H]2c3c(cc(OC)c(O)c3OC)C[C@@H](CO)[C@@H]2CO[C@@H]2O[C@H](CO)[C@@H](O)[C@H](O)[C@H]2O)cc(OC)c1O	2.0	1	9	0	-3.2	6	-1	4.5	2	-0.2
CC(=O)c1c(C)[nH]c(C(=O)OCc2nnc(-c3ccc([N+](=O)[O-])cc3)o2)c1C	0.6	2	-13	10	2.0	-5	1	0.5	1	-1.1
C/C(=N/NC(=O)COc1ccc(C(C)(C)C)cc1)c1ccc(N2CCOCC2)cc1	2.3	0	-3	-6	·	0	-3	·	-12	1.4
CCN(CC)S(=O)(=O)c1ccc(Cl)c(C(=O)NNC(=O)c2csc(N3CCOCC3)n2)c1	-0.5	0	·	-6	·	3	-1	·	-4	-1.0
CCOC(=O)Cc1csc(SC(C)C(=O)NCC(=O)Nc2ccc(F)c(F)c2F)n1 (stereo unspecified)	-0.9	8	8	7	-0.4	-5	-3	1.5	6	0.3
CCc1ccccc1NC(=O)CSc1nc2n[nH]c(C)c2c(=N)n1-c1cccc(OC)c1	3.1	2	-5	7	-2.6	2	-2	-0.5	5	-6.6
O=C(N/N=C/c1ccccn1)c1ccc(NC(=O)c2ccc(F)cc2)cc1	-4.4	-3	-4	13	-0.9	5	1	-3.2	0	-2.6
Cc1ccccc1CC(=O)N1CCCC(CNC(=O)c2ccc(F)cc2)C1 (stereo unspecified)	0.4	-4	1	9	-2.1	-6	0	1.4	-10	-1.1
CCC(C)[C@H](NC(=O)c1cc2cc(Cl)ccc2n1C)C(=O)N1CCC[C@H]1C(=O)O (stereo partly specified)	4.2	0	7	-2	1.3	-5	-1	1.9	-4	0.6
CC(C)CC(=O)N1CCN(Cc2ccccc2Cl)CC1	-3.2	-4	-6	-7	-0.3	-1	1	-0.2	-19	·
O=C(CN1CC(c2ccccc2)CC1=O)OCc1cccc(Br)c1 (stereo unspecified)	-0.3	-12	-14	-4	-2.6	-11	·	0.2	12	0.0
O=S(=O)(c1cccc2nsnc12)N1CCN(c2ccc(F)cc2)CC1	3.6	-4	-24	7	1.3	-9	-2	-1.7	-2	-0.7
COC(=O)CSc1nccc(-c2ccc(F)cc2)c1C#N	3.2	-8	-184	-4	0.6	-6	1	-0.2	1	-0.9
CN1C2=NCCN2C(=O)c2ccccc21	3.4	-2	-16	-9	1.1	4	·	2.5	-8	-2.0
Cc1cccc(NC(=S)NC2CC3CCC(C2)N3Cc2ccco2)c1 (stereo unspecified)	0.4	-2	-18	·	1.2	-3	·	0.4	2	-1.5

# An excerpt from above in order of length of the SMILES, low to high.
SMILES	phage Ecoli inh	DAGLB inhibitor	PfHsp90 set2	Rtt109 Vps75	E coli growth	Tat transport	Wnt bcat act	AddAB inh	PvdQ inh	CAL PDZ inh
CCc1cc2cc(C(=O)Nc3ccccc3F)sc2s1	1.6	-13	-19	-8	-1.1	-3	-1	-1.5	-8	·
Cc1ccc(C)c(OCCC(=O)NNC(=O)c2cc(C)oc2C)c1	0.5	1	12	-1	-2.8	1	-1	-2.5	-5	-0.4
Cc1ccc(Nc2ccc(C(F)(F)F)cc2[N+](=O)[O-])cc1	3.8	4	34	-3	-0.1	-1	0	2.6	-8	-2.8
CCOC(=O)Cc1csc(SC(C)C(=O)NCC(=O)Nc2ccc(F)c(F)c2F)n1 (stereo unspecified)	-0.9	8	8	7	-0.4	-5	-3	1.5	6	0.3
COc1ccc(CCn2c(O)c(C=Nc3cccc(F)c3)c(=O)[nH]c2=O)cc1OC	0.8	·	·	·	-0.8	·	0	3.0	·	·
CCc1ccccc1NC(=O)CSc1nc2n[nH]c(C)c2c(=N)n1-c1cccc(OC)c1	3.1	2	-5	7	-2.6	2	-2	-0.5	5	-6.6
CC(Sc1nn(-c2ccc(F)cc2)c(=S)s1)C(=O)c1c(N)n(C)c(=O)n(C)c1=O (stereo unspecified)	1.9	-9	2	-4	0.1	4	-3	-2.1	5	-2.9
